# Akt phos inh: blocks phosphorylation of Akt; Neuro2A IGF-stimulated pAkt S473 HTRF, 20 min; hits give low values; AID 651550; activity change, % for hits at 50 µM; 360,000 tested, 0.32% active; in the data active means activity change below about -80%; inconclusive means mostly about -51% to -80%; further: on the % scale 0 is the no-effect control and ±100 the full control effect
#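 Neuro2A cells in DMEM with 0.5% FBS, overnight at 37 deg C, given compound at single 50 µM final, then IGF (6 nM final) for 20 min at 37 deg C. Lysed; phospho-Akt Ser473 by HTRF after 24 h, 665/615 ratio.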
# TGFb SMAD3 inh: inhibitors of TGF-b signaling; HepG2 CAGA-GFP TGF-b/SMAD3 reporter, GFP fluorescence, 18 h; TGF-beta stimulated, 500 pg/mL final; Potency, µM (doses to about 46.1 µM), inactives show at the top dose activity, negative = inhibition, hits mostly inhibitors; 410,000 tested, 1.2% active; AID 588855; further: potency means the concentration at half of the fitted maximal effect; on the % scale 0 is the no-effect control and ±100 the full control effect; nearly all actives have a fitted effect of over 65% in size
#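 Inhibition of TGF-beta-driven CAGA-GFP reporter expression in HEPG2 cells is measured by cellular GFP fluorescence after 18 h stimulation with 500 pg/mL recombinant TGF-beta in 1% FBS medium at 37 degrees C.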
# S2 tox: cell viability loss in ATXN counter-screen. S2 cells (HEK-293 line with an ATXN2-luciferase reporter) viability, CellTiter-Fluor protease fluorescence, 24 h. Potency, µM (titrated, usually from 56.7 µM), actives largely listed as cytotoxic. 400,000 tested, 0.49% active. AID 651635; further: potency means the concentration at half of the fitted maximal effect; nearly all actives have a fitted effect of over 40% in size
# CCT modulator: modulators of cytosolic chaperonin (CCT/TRiC) activity; activity change, % (test concentration not listed), hits read low; purified chaperonin ATPase assay, HTRF ADP detection, 30 min; 360,000 tested, 0.3% active; in the data active means activity change below about -30%; further: on the % scale 0 is the no-effect control and ±100 the full control effect
#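 We incubate TRiC, 40 or 20 nM final, with library compounds at 76 uM and 10 uM ATP for 30 min at 37 °C. ADP formed is detected with Transcreener HTRF reagents after 30 min at room temperature.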
# HepG2 viability: kills HepG2 cells in TGF-b inhibitor counter-screen | HepG2 CAGA-GFP viability, ATP luminescence, 18 h | Potency, µM (series often up to 46.1 µM), for the others: at the highest dose activity change, negative = cytotoxicity, actives largely listed as cytotoxic | 410,000 tested, 0.76% active; further: potency means the concentration at half of the fitted maximal effect; some results filed as inactive show a strong effect at the top dose
#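 HepG2 CAGA-GFP cells (1000/well, DMEM with 1% FBS) received compound, then TGF-beta at 500 pg/mL final, and were incubated 18 hours at 37 degrees C. Viability was read by CellTiter-Glo luminescence. Media-only wells were set as complete cell-killing and DMSO as no toxicity.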
# MmCpn inh: M. maripaludis TRiC chaperonin inhibition. purified Mm-Cpn ATPase, ADP Transcreener TR-FRET. Potency, µM (titrated, usually from 76.9 µM), for the others: top-dose activity, negative = inhibition, hits mostly inhibitors. 330,000 tested, 0.031% active; further: potency means the concentration at half of the fitted maximal effect; on the % scale 0 is the no-effect control and ±100 the full control effect; nearly all actives have a fitted effect of over 80% in size
#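 Eu-cryptate anti-ADP/ADP-d2 competition gives a ratio inversely related to ADP. Enzyme at 25 nM was pre-exposed to compound for 10 min, then given 10 uM ATP for 30 min, 37°C throughout.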
# Nrf2 block: blocks Nrf2 signaling | A549 ARE-Fluc reporter, luciferase luminescence, 18-24 h | 360,000 tested, 2.1% active | AID 504444 | Potency, µM (highest dose often 46 µM), for inactives: at the top dose activity change, negative = inhibition, usual class: inhibitors; further: potency means the concentration at half of the fitted maximal effect; on the % scale 0 is the no-effect control and ±100 the full control effect; nearly all actives have a fitted effect of over 60% in size
#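 A549 ARE_Fluc cells, 5000/well, 5% FBS OPTI-MEM; compounds in dose-response, 18-24 h at 37 °C/5% CO2; CellTiter-Fluor viability read (Ex 405/Em 525), then BugLite luciferase luminescence = Nrf2 activity.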
# Nrf2 activator: activates Nrf2 signaling. AREc32 ARE-luciferase reporter (MCF7-derived line), luminescence, 24 h. Potency, µM (doses to about 46.1 µM), without a hit: at the highest dose activation, actives largely listed as activators. 410,000 tested, 0.31% active; further: potency means the concentration at half of the fitted maximal effect; % of control where 0% means no effect; nearly all actives have a fitted effect of over 65% in size
#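 Steps: seed AREc32_Fluc cells (1000/well, 5% FBS OPTI-MEM); incubate overnight at 37 deg C; add 23 nL compound; incubate 24 hr; add Steady-Glo; hold 30 min RT; read luminescence.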
# A549 viability: counter-screen for Nrf2 inhibitors: cytotoxicity in A549 cells. A549 ARE-Fluc cells, CellTiter-Fluor viability, 18-24 h. Potency, µM (series often up to 46 µM), inactives show at the top dose activity change, negative = cytotoxicity, actives largely listed as inhibitors. 390,000 tested, 0.16% active. AID 504648; further: potency means the concentration at half of the fitted maximal effect; on the % scale 0 is the no-effect control and ±100 the full control effect
#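 Cytotoxicity counterscreen: CellTiter-Fluor fluorescence was measured in A549 ARE_Fluc cells after 18-24 h of compound exposure in a concentration series. The subsequent BugLite luminescent read reports ARE-luciferase activity.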
# * marks the source's active call; other numbers are inactive results; i = inactive; ? = inconclusive; . = not tested or not shown. Unless noted, the call rests on the fitted dose curve; in most records, active means well fitted curve in the direction sought with a large enough effect; inconclusive means small, poorly fitted or top-dose-only effect, or another doubt; inactive means no such curve, though single readings can be large; an effect the other way counts as inactive or inconclusive.
# Below each SMILES: Nrf2 block | Akt phos inh | HepG2 viability | Nrf2 activator | CCT modulator | S2 tox | TGFb SMAD3 inh | A549 viability | MmCpn inh
Cc1nnc2c(N(C)S(=O)(=O)c3ccccc3)nc3ccccc3n12
→ ? | i | -21% | 2.4% | -4.3 | i | ? | 11% | 0%
O=C(NC1Cc2ccccc2C1)c1cc(COc2cccc(C(F)(F)F)c2)on1
→ -15% | i | -9% | -1.3% | 0.3 | i | -6% | -4% | 0%
COc1cc(OC)cc(-c2nc3ccccc3c(=O)n2OC(=O)c2ccc(Br)cc2)c1
→ 1% | i | -27% | 5.5% | 0.1 | i | -1% | 2% | 0%
C=CCN1C(=O)OC2(CCCCC2)C1(C)O (centres undefined)
→ 9% | i | 6% | -0.1% | -3.1 | i | -1% | -8% | 4%
CCOC(=O)c1[nH]c(C)c(CCC(=O)Nc2ccc(N(CC)CC)cc2C)c1C
→ . | . | -18% | 0.3% | . | i | -10% | 4% | .
CCOC(=O)C1CCN(c2c(NCCCN(CC)Cc3ccccc3)c(=O)c2=O)CC1
→ 10% | i | -43% | 0.3% | 0.3 | i | -3% | 15% | 1%
COCc1nnc(NC(=O)c2ccco2)s1
→ 14% | i | -8% | 3.4% | -3.5 | i | 4% | -5% | 2%
CSCC[C@H](NS(=O)(=O)c1ccc(C)cc1)C(=O)N1CCC(C(=O)N[C@H](C(=O)O)c2ccccc2)CC1
→ -6% | i | -3% | 0.0% | -2.3 | i | 4% | 10% | 0%
CC1(C(=O)Nc2ccc(Cl)c(Cl)c2)CCN1C(=O)CCC1CCCC1 (centres undefined)
→ . | i | -20% | 5.6% | -0.1 | i | ? | . | .
CC(=O)NN(O)C1N(C)C(=O)N(Cc2ccccc2)C1(C)C (centres undefined)
→ 0% | i | 1% | -1.0% | -6.6 | i | -7% | -8% | .
Cc1c(Cl)cccc1NC(=O)CCCn1cnc([N+](=O)[O-])n1
→ 1% | i | -12% | -0.5% | 0.3 | i | -7% | 0% | 1%
CC(NC(=O)c1ccccc1NC(=O)c1ccco1)C(=O)O (centres undefined)
→ -14% | i | -11% | -0.9% | 0.6 | i | 0% | -3% | -13%
CC(NC(=O)c1c(Cl)cnn1C)C1CCCO1 (centres undefined)
→ -7% | i | 0% | 0.3% | -0.4 | i | 18% | 6% | 0%
O=C(COc1ccccc1)NC1CCSC1=O (centres undefined)
→ -16% | i | 9% | 0.0% | 1.4 | i | -4% | 9% | 2%
CC(=O)c1cccc(NC(=O)C2(C)Cc3c(-c4cccc(C(F)(F)F)c4)ccnc3O2)c1 (centres undefined)
→ . | i | -47% | 0.4% | -1.0 | ? | ? | . | .
CCOC(=O)CC(=O)CSc1[nH]c(=O)cc(C)c1C#N
→ 4% | i | 5% | -0.8% | -3.2 | i | -3% | -3% | .
O=C(Cc1ccccc1)N/N=C/C=C/c1cccc([N+](=O)[O-])c1
→ -5% | i | -8% | 7.6% | -0.3 | i | 6% | 5% | 0%
CCNC(=O)CC1C(=O)N(CC)C(=S)N1NC(=O)c1ccccc1 (centres undefined)
→ 13% | i | -29% | -0.4% | 0.8 | i | 1% | -5% | -2%
CCCCc1ccc(/C=C2\C(=O)ON=C2c2ccccc2)s1
→ 16% | i | -1% | -0.6% | -0.7 | i | 7% | 4% | -1%
CCOc1ccc(C(F)(F)F)cc1NC(=O)c1ccc(OC)c([N+](=O)[O-])c1
→ ? | i | -4% | 29% | -3.1 | i | 10% | 1% | 1%
CC(=O)Nc1ccc(NC(=O)CSCCc2ccccn2)cc1
→ 0% | i | 9% | -0.4% | 0.3 | ? | -5% | -3% | 0%
CC(=O)N1CCN=C1SCc1cccc(C)c1
→ -7% | . | -10% | -0.3% | -1.8 | i | 1% | 1% | 1%
COc1ccc(/C=N/OCC(=O)N=Nc2c(O)[nH]c3ccc(Br)cc23)cc1
→ ? | i | 0% | 5.8% | -4.4 | . | 7% | -13% | 1%
O=C(O)c1ccccc1-c1ccccc1C(=O)NCc1cccnc1
→ -17% | i | 9% | 0.2% | -1.1 | i | -19% | -1% | 0%
c1cnc2c(C3NCCc4c3[nH]c3ccccc43)cccc2c1 (centres undefined)
→ 2% | i | -31% | 3.9% | 0.7 | i | 19% | 13% | .
O=C(NCCN1CCOCC1)c1cccc(S(=O)(=O)N2CCCC2)c1
→ 11% | i | -18% | 0.3% | -3.5 | i | ? | -2% | 2%
CC(=O)Nc1ccc(Oc2ccccc2)cc1
→ 11% | i | 2% | 0.2% | 0.5 | i | 9% | 0% | -1%
CC(=O)NCCCc1nc2ccccc2n1Cc1ccccc1C
→ 11% | i | 11% | -0.3% | -1.3 | i | 1% | 18% | 0%
Cn1cc(S(=O)(=O)N2CCCCC2)cc1C(=O)Nc1cccc(C#N)c1
→ . | . | -21% | -0.7% | . | i | -1% | -3% | .
CCCCn1c(SCC(=O)NCc2ccc(C)cc2)nc2c(sc3ccccc32)c1=O
→ . | . | -1% | -1.0% | . | i | 4% | 1% | .
CCCn1c(SCC(=O)NCc2ccc(Cl)cc2)n[nH]c1=O
→ ? | i | 40% | -0.8% | -4.9 | i | 5% | 0% | 2%
C[C@H](CO)N1C[C@H](C)[C@H](CN(C)S(=O)(=O)c2cccc(F)c2)Oc2ncc(-c3cccc(C(=O)N(C)C)c3)cc2C1=O
→ . | i | -11% | -0.2% | 2.5 | i | -12% | . | .
COc1cc(CC(NC(C)=O)C(=O)NC2CCN(c3c(Cc4ccccc4)c(C)nc4ncnn34)CC2)cc(OC)c1 (centres undefined)
→ -1% | i | 12% | 0.0% | -4.6 | i | 9% | -12% | -7%
O=C(Nc1oc2ccccc2c(=O)c1-c1ccc(Br)cc1)c1ccco1
→ 11% | i | -9% | 0.5% | -0.1 | i | ? | 4% | -6%
O=C(CCN1C(=O)C2C3C=CC(C4CC34)C2C1=O)Oc1ccccc1 (centres undefined)
→ 6% | i | -3% | -1.7% | -7.0 | i | -8% | 13% | 1%
CCn1c2c(c(=N)c3c1CCC3)CCCC2
→ ? | i | 6% | 0.3% | 0.7 | i | -17% | -11% | 2%
COc1ccc(C(=O)COC(=O)[C@@H](NS(=O)(=O)c2ccccc2)C(C)C)cc1
→ 7% | i | -26% | 2.4% | -2.3 | i | -12% | 8% | -1%
Cc1nc2c(cc1NC(=O)c1ccccc1)nc(C)n2Cc1ccccc1
→ 10% | i | 7% | 0.1% | -4.6 | i | 13% | 0% | -4%
CC(=O)c1ccc(OC(=O)c2nc(-c3ccccc3)oc2C)cc1
→ 14% | i | 8% | 0.4% | 1.3 | i | 7% | -1% | 1%
COc1ccc(NC(=O)c2cnn(-c3ccc(C)cc3)c2-n2cccc2)cc1Cl
→ -35% | . | -25% | -1.1% | . | . | ? | 4% | .
c1ccc(Oc2nc(-c3cccnc3)nc3ccccc23)cc1
→ 9% | i | -43% | 9.3% | -2.1 | i | -18% | 1% | -4%
O=C(NC1CCCCC1)C(c1cccs1)N(C(=O)Cc1c[nH]c2ccccc12)c1ccc(F)cc1 (centres undefined)
→ 6% | . | -7% | -0.1% | -1.1 | . | -1% | -9% | -1%
CCOC(=O)[C@@H]1[C@H]2COc3cc(OC)ccc3[C@@H]2N2C(=O)N(c3ccccc3)C(=O)[C@@]12C
→ -24% | i | 1% | -1.4% | -0.9 | i | 11% | 6% | 1%
O=C(CSc1nnc(-c2ccncc2)o1)NCc1ccccc1Cl
→ -3% | i | 2% | 0.4% | -0.6 | i | 0% | 0% | 1%
Cc1cc(C)c(NC(=O)c2cccc3c2C(=O)N(C2CCCCC2)C3)c(C)c1
→ ? | i | 5% | -0.8% | -1.9 | i | 16% | ? | -3%
Nc1ccccc1OCP(=O)(c1ccccc1)c1ccccc1
→ -25% | i | -6% | -0.1% | -1.3 | i | 0% | -1% | 1%
COc1cc(C)nc(-c2csc(C)n2)n1
→ -13% | i | -27% | -0.4% | 0.8 | i | -23% | -16% | 0%
Nc1c(Br)cc(Br)c(N2CCCC2=O)c1Br
→ 12% | i | 5% | 0.4% | -0.1 | i | 12% | -5% | -1%
CC(=O)Nc1ccc(S(=O)(=O)N2C3CCCC2CC(NC(=O)C2CCCCC2)C3)cc1 (centres undefined)
→ ? | i | -92% | -0.6% | -0.2 | i | 4% | 2% | 2%
COc1ccc(/C=C/c2noc(-c3ccccc3O)n2)cc1OC
→ 26% | . | -12% | 4.5% | . | i | -13% | 7% | .
COc1ccccc1CNC(=O)C1CCCN(S(C)(=O)=O)C1 (centres undefined)
→ -16% | i | 2% | -0.3% | -1.4 | i | 2% | 3% | .
CC(=O)Nc1ccc(NC(C)=O)c(NC2OCC(O)C(O)C2O)c1 (centres undefined)
→ -4% | i | 7% | -0.3% | 1.8 | i | 9% | -2% | 0%
CCN(CC)S(=O)(=O)c1ccc(N2CCN(S(=O)(=O)c3ccc4c(c3)OCCO4)CC2)nc1
→ ? | i | -33% | 0.3% | -4.3 | i | ? | -6% | -3%
Cc1noc(C)c1S(=O)(=O)N1CCC(C(=O)N2CCN(C(=O)c3ccco3)CC2)CC1
→ 11% | i | 1% | 0.0% | -0.7 | i | -9% | -1% | -18%
CCCS(=O)(=O)c1c(S(=O)(=O)CCC)c2c(N)cccn2c1C(=O)c1ccc(F)cc1
→ ? | i | -20% | -0.4% | -0.4 | i | -8% | 0% | -5%
O=C(COC(=O)c1ccccn1)NCc1ccccc1Cl
→ 2% | i | -1% | -0.7% | -2.8 | i | 0% | 11% | 0%
Cc1c(NC(=S)NC(=O)CCc2ccccc2)c(=O)n(-c2ccccc2)n1C
→ 0% | i | -1% | -2.0% | 0.4 | i | -5% | -1% | 1%
O=C(Cn1cc(S(=O)(=O)N2CCN(c3ccccc3F)CC2)c2ccccc2c1=O)Nc1cccc(C(F)(F)F)c1
→ -2% | . | -30% | -0.6% | . | ? | ? | -4% | .

# Compound activity: PubChem BioAssay, National Center for Advancing Translational Sciences (NCATS)
